MCF10A rerep: induces DNA re-replication in MCF 10a normal breast cells; MCF 10A DNA re-replication, Hoechst nuclear intensity, 48 h; Potency, µM (highest dose often 46.1 µM), for inactives: at the top dose activity, positive = re-replication, hits mostly activators; 350,000 compounds, 2.9% hits; AID 624296; further: potency means the concentration at half of the fitted maximal effect; % of control where 0% means no effect; nearly all actives have a fitted effect of over 50% in size
IL-1B inflam inh: inflammasome signaling inhibition, IL-1 beta readout; THP-1 LPS/ATP IL-1B secretion, AlphaLISA, 16 h; hits give low values; activity change, % at 57.5 µM; 360,000 compounds, 4.7% hits; AID 743279; in the data active means activity change below about -50%; inconclusive means mostly about -30% to -49%; further: on the % scale 0 is the no-effect control and ±100 the full control effect
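THP-1 cells pretreated 1 hr with compounds (up to 57.5 uM final), then stimulated with LPS (250 ng/mL final) plus ATP (1.25 mM final); secreted IL-1B measured by AlphaLISA after 16 hr, decreased signal indicating inhibition.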
SW480 rereplic: induces DNA re-replication in SW480 colon adenocarcinoma cells; Potency, µM (highest dose often 46.1 µM), for the others: at the highest dose re-replication activation, usual class: activators; 340,000 compounds, 1.8% hits; SW480 DNA re-replication, Hoechst DNA content imaging, 48 h; further: potency means the concentration at half of the fitted maximal effect; % of control where 0% means no effect; nearly all actives have a fitted effect of over 55% in size
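Hoechst fluorescence of nuclei (405 nm excitation, 500-530 nm emission) measured by plate-scanning imager after 48 hr compound exposure at 37 C; re-replication scored as increased number of nuclei with elevated intensity.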
S2 tox: viability counter-screen for ATXN expression inhibitors | S2 cells (HEK-293 line with an ATXN2-luciferase reporter) viability, CellTiter-Fluor protease fluorescence, 24 h | Potency, µM (series often up to 56.7 µM), hits mostly cytotoxic | 400,000 compounds, 0.49% hits; further: potency means the concentration at half of the fitted maximal effect; nearly all actives have a fitted effect of over 40% in size
HT1080 IDH1KD tx: HT-1080 IDH1 knockdown cell toxicity (counter line); HT-1080 IDH1 knockdown viability, ATP luminescence, 48 h; Potency, µM (top dose mostly 46.1 µM), for the others: at the top dose activity, negative = toxicity, usual class: cytotoxic; 360,000 compounds, 2% hits; AID 686971;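 further: potency means the concentration at half of the fitted maximal effect; 0% = DMSO wells and -100% = cell-free medium wells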
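% activity derives from luminescence (CellTiter-Glo), normalised to DMSO and no-cell wells. HT-1080-IDH1KD cells, 750/well, had 48 h compound exposure at 37 °C.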
KB-3-1 tox: KB-3-1 parental cell cytotoxicity | KB-3-1 viability, CellTiter-Glo ATP luminescence, 72 h | Potency, µM (series often up to 46.1 µM), inactives show at the top dose activity change, negative = cytotoxic, most hits filed as cytotoxic | 400,000 compounds, 1.4% hits; further: potency means the concentration at half of the fitted maximal effect; on the % scale 0 is the no-effect control and ±100 the full control effect; nearly all actives have a fitted effect of over 60% in size
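Viability of parental KB-3-1 cells, measured by CellTiter-Glo luminescence, followed a 72 h incubation at 37 °C with pinned compounds in phenol-red-free DMEM containing 10% FBS.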
ATXN2 expr inh: ATXN2 expression inhibition; HEK-293 ATXN2-luciferase reporter, luminescence, 24 h; AID 1745845; Potency, µM (series often up to 57 µM), for the others: at the highest dose activity change, negative = inhibition, hits mostly inhibitors; 360,000 compounds, 0.72% hits; further: potency means the concentration at half of the fitted maximal effect; on the % scale 0 is the no-effect control and ±100 the full control effect; nearly all actives have a fitted effect of over 55% in size
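qHTS (up to 57 uM final) was run with 24 h compound exposure of reporter cells at 37 °C. Each well was multiplexed: SteadyGlo luminescence measured ATXN2-luciferase expression after a fluorogenic Gly-Phe-AFC viability readout (25 uM final).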
HT1080NT lethal: kills 2HG-producing HT-1080-NT fibrosarcoma cells; HT-1080-NT fibrosarcoma viability, CellTiter-Glo ATP luminescence, 48 h; Potency, µM (titrated, usually from 46.1 µM), inactives show at the highest dose activity, negative = less viability, usual class: cytotoxic; 360,000 compounds, 1.6% hits; AID 686970;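 further: NT is the 2HG producing partner of a matched IDH1 knockdown line; potency means the concentration at half of the fitted maximal effect; 0% = DMSO-treated cells and -100% = media-only wells without cells; nearly all actives have a fitted effect of over 55% in size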
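Luminescent CellTiter-Glo readout after 48 hours of compound exposure at 37 degrees C defined viability of HT-1080-NT cells. Activity was normalized to DMSO wells and cell-free media wells; concentration-response curves were fitted and assigned curve classes.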
KB-V1 cytotox: kills drug-selected multidrug resistant KB-V1 cells | KB-V1 MDR cells viability, CellTiter-Glo, 72 h | Potency, µM (doses to about 46.1 µM), inactives show at the highest dose activity change, negative = cytotoxicity, actives largely listed as cytotoxic | 400,000 compounds, 3.4% hits; further: potency means the concentration at half of the fitted maximal effect; on the % scale 0 is the no-effect control and ±100 the full control effect; nearly all actives have a fitted effect of over 60% in size
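KB-V1 MDR subline cells in DMEM (phenol-red free, 10% FBS) exposed to compounds in qHTS concentration series for 72 h at 37 degrees C. Viability read by CellTiter-Glo luminescence; concentration-effect curves fitted after normalization and correction.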
* marks the source's active call; other numbers are inactive results; i = inactive; u = inconclusive; x = not tested or not shown; & = joins results of further samples; [ ] = remark or other dose. Unless noted, the call rests on the fitted dose curve; in most records, active means well fitted curve in the direction sought with a large enough effect; inconclusive means small, poorly fitted or top-dose-only effect, or another doubt; inactive means no such curve, though single readings can be large; an effect the other way counts as inactive or inconclusive.

cpd	Molecule	MCF10A rerep	IL-1B inflam inh	SW480 rereplic	S2 tox	HT1080 IDH1KD tx	KB-3-1 tox	ATXN2 expr inh	HT1080NT lethal	KB-V1 cytotox
1	O=C(Nc1ccc(S(=O)(=O)Nc2ncccn2)cc1)c1cc([N+](=O)[O-])ccc1Cl	11%	0	-5%	i	9%	9%	x	-2%	15%
2	N#CCSc1nnc(CNc2cccc(Cl)c2)o1	-1%	-3	-4%	i	13%	2%	0%	9%	11%
3	O=C(C1CCCN(S(=O)(=O)c2cccc3nsnc23)C1)N1CCN(c2cccc(Cl)c2)CC1 (centres undefined)	x	x	x	i	x	-28%	-35%	x	u
4	CC(=O)c1cccc(NC(=O)c2nc(-c3ccc(C)cc3)n3c2CCCCC3)c1	x	x	x	u	x	14%	u	x	-31%
5	O=C(CSc1nnc(COc2ccc(Cl)cc2)o1)N1CCOCC1	-4%	42	-1%	i	12%	2%	x	5%	-4%
6	Cc1nn(-c2ccccc2)c2c1C1(C(=O)N(C)c3ccccc31)C(C#N)=C(N)O2 (centres undefined)	11%	11	u	i	2%	u	7%	2%	1%
7	CC(C)NCC(O)COc1ccc(Br)cc1 (centres undefined)	-8%	-2	-4%	i	-6%	-10%	-13%[11.3 µM]	-3%	0%
8	CCCCN(C(=O)C(C)N1C(=O)c2ccccc2C1=O)c1c(N)n(CC(C)C)c(=O)[nH]c1=O (centres undefined)	2%	23	1%	i	-3%	2%	2%	0%	u
9	O=C(N/N=C/c1ccc2cccc(OCc3ccccc3)c2n1)c1ccc(Br)cc1	u	159	14%	i	u	-30%	-7%	-30%	u
10	COc1cc(OC)cc(-c2nc3nc(C)c(CCC(=O)Nc4ccc(F)cc4F)c(C)n3n2)c1	x	x	x	i	x	6%	5%	x	-10%
11	Nc1nc(CN2CCOCC2)cs1	5%	10	-2%	i	10%	-7%	-3%	6%	19%
12	COc1ccccc1-c1cnc(C(O)c2cc(C)c(OC)c(C)c2)[nH]1 (centres undefined)	x	17	x	i	u	-15%	-25%	u	u
13	COc1ccc(NC(=O)c2nc(-c3ccc(C)cc3)n3c2CCCCC3)c(OC)c1	x	x	x	i	x	7%	6%	x	7%
14	Cc1cccc(NC(c2ccc(O)cc2)c2ccc3ccc(C)nc3c2O)n1 (centres undefined)	u	-71*	u	i	-13%	-23%	15%	-1%	u
15	COC(=O)C1=C(NC(=O)c2ccc(Br)cc2)CCS1	-6%	18	1%	i	9%	10%	-12%	2%	-16%
16	O=C(O)c1cccnc1Oc1ccccc1	7%	8	-3%	i	12%	28%	0%	0%	19%
17	COc1ccc2nc(NC(=O)CSc3nnnn3C3CCCCC3)sc2c1	5%	24	-4%	i	24%	16%	37%	-1%	-21%
18	CCOc1ccc(C(=O)CCN2CCOCC2)cc1	18µM*	-16	u	x	-5%	u	-80%	8%	2%
19	CC(C)NS(=O)(=O)c1ccc(CCC(=O)Nc2ccc3c(c2)OCO3)cc1	u	-11	6%	i	0%[9.24 µM]	-11%	-12%	-7%	u
20	CCOC(=O)C(=NCC1CCCO1)NNc1cc(Cl)ccc1Cl (centres undefined)	-7%	17	u	i	-4%	-2%	-10%	-12%	-8%
21	C[C@H](CO)N1C[C@H](C)[C@@H](CN(C)C(=O)CCCN(C)C)OCc2cn(nn2)CCCC1=O	x	3	x	i	15%	18%	22%	3%	-9%
22	O=[N+]([O-])c1ccc(/C=N/Nc2nc(N3CCCCC3)nc(N3CCCCC3)n2)cc1	-1%	-14	-6%	i	10%	1%	x	8%	8%
23	Cc1cccc(-c2nc3cc(NC(=O)COc4ccccc4F)ccc3o2)c1	x	x	x	i	x	-6%	5%	x	-20%
24	Cc1ccc(CCNC(=O)c2ccc3c(=O)n(-c4ccccc4)c(=O)[nH]c3c2)cc1	x	x	x	u	x	1%	-4%	x	u
25	CCCN(Cc1ccccc1)C(=S)Nc1ccc(C(C)=O)cc1	u	-10	23%[1.84 µM]	i	-16%	-3%	33%	-29%	9%
26	Cn1nnc2cc(C(=O)Nc3cccnc3)ccc21	14%	-2	-15%	u	20%	8%	-2%	u	28%
27	COc1cc(C2=Nc3c(c(C)nn3-c3ccccc3)P(=O)(N3CCOCC3)O2)cc(OC)c1OC (centres undefined)	1%	17	-1%	i	21%	16%	10%	11%	u
28	CC(C)(C)NCC(O)Cn1cc(C=O)c2ccccc21 (centres undefined)	0%	0	u	i	-1%	-3%	x	-6%	-9%
29	CCOc1cccc(CN2CCCC(N3CCc4ccccc4C3)C2)c1O (centres undefined)	0%	-4	1%	i	-17%	-8%	3%	-18%	4%
30	Cc1cccc(C)c1-n1nnnc1C(c1ccnc2ccccc12)N1CCCN(C(=O)OC(C)(C)C)CC1 (centres undefined)	x	37	x	i	u	u	-2%	16%	-7%
31	O=C(NNC(=O)c1cccnc1)c1ccncc1	u	10	-67%[inhibitor]	i	0%	0%	-6%	12%	-2%
32	O=[N+]([O-])c1ccc(O)c(/C=N/NC(=S)Nc2ccc(Cl)cc2Cl)c1	23%	119	u	i	23µM*	u	-7%	u	-20%
33	O=C(CN1CSCC1=O)N1CCN(S(=O)(=O)c2cccc(F)c2)CC1	2%	5	-14%	i	4%	18%	-2%	6%	u
34	Cc1ccc(S(=O)(=O)C[C@@H]2OC[C@H](C(C)C)N2S(=O)(=O)c2ccc(C)cc2)cc1	x	-2	x	x	-6%	-7%	x	-2%	u
35	CN(Cc1ccccc1)C(=O)COc1ccc(N(C)S(=O)(=O)c2ccc(F)cc2)cc1	13%	0	19%	i	-1%	0%	x	-14%	u
36	O=C(c1ccc(Cl)cc1)N(Cc1cccs1)C1CCS(=O)(=O)C1 (centres undefined)	-6%	10	1%	u	1%	4%	5%	6%	-2%
37	Cc1cc(C)c2nc(-c3cccnc3)cc(C(=O)NC(C)c3cnn(C)c3C)c2c1 (centres undefined)	-1%	-11	-3%	i	2%	10%	-14%	-20%	u
38	Cc1ccc(CCN2CC(C(=O)NCCC(C)C)CC2=O)cc1 (centres undefined)	3%	-7	-2%	i	0%	-14%	-16%	1%	0%
39	O=c1cc(CCl)[nH]c2nc3ccccc3n12	u	-56*	18µM*	i	u	-2%	0%	18µM*	-5%
40	CCCCCCCCCCOC(=O)Cn1c(COc2ccc(C)cc2)[n+](C)c2ccccc21	23µM*	-90*	21µM*	i	u	u	-27%	18µM*	-6%
41	Cc1ccc(-c2noc(-c3cccnc3NCc3ccco3)n2)cc1	x	x	x	i	x	6%	140%[activator]	x	-21%
42	COC(=O)C1CCN(c2ccc(Cl)nn2)CC1	u	-16	-3%	i	10%	-1%	-4%	u	3%
43	Cc1cccc2cncc(OCc3nnc(SC(F)F)n3C)c12	24%	-11	-10%	i	1%	-5%	-18%	2%	-18%
44	CCN(CC)CCN(Cc1cc2cc3c(cc2[nH]c1=O)OCO3)C(=S)NCC(C)C	u	0	5%	i	7%	1%	-18%	7%	2%
45	COc1ccc(C(=O)Nc2ccc(NC(=O)c3cccs3)cc2)cc1[N+](=O)[O-]	-2%	-2	13%	i	8%	u	-33%	-3%	-2%
46	CC(C)(C)c1ccc(OCCC(=O)OCC(=O)NCc2ccccc2)cc1	-1%	7	-12%	i	8%	-3%	6%	12%	27%
47	Cn1c(=O)c2c(SCC(=O)Nc3ccccc3F)nc(-c3ccccc3F)nc2n(C)c1=O	-5%	0	4%	i	-4%	-3%	-18%	-2%	-23%
48	COC(=O)c1ccc(OC(=O)c2ccc(OC)cc2)c(OC)c1	-6%	0	-32%[inhibitor]	i	-1%	0%	x	14%	3%
49	S=C(NCc1ccccc1)N1CCN(c2cccc(Cl)c2)CC1	22%	-72*	2%	i	-4%	-9%	-20%	-15%	u
50	Cc1ccccc1N=Nc1c(C)[nH]n(C(N)=S)c1=O	28%	0	2%	i	10%	u	15%	4%	u

The results go on:
cpd	Molecule	MCF10A rerep	IL-1B inflam inh	SW480 rereplic	S2 tox	HT1080 IDH1KD tx	KB-3-1 tox	ATXN2 expr inh	HT1080NT lethal	KB-V1 cytotox
51	C/C(N)=C(/C#N)C(=O)COC(=O)COc1ccc(Cl)cc1	-12%&0%	27&13	-8%&-7%	i	-1%&-3%	u	-8%&26%	3%&-3%	27%&19%
52	O=C1NC2=C(C(=O)CCC2)C(c2ccccc2Cl)N1 (centres undefined)	-2%	-9	3%	i	15%	0%	6%	11%	22%
53	O=C(COC(=O)c1ccc(S(=O)(=O)NCc2ccco2)cc1)Nc1ncc(Cl)cc1Cl	6%	1	-5%	i	-19%	6%	-2%	-18%	13%
54	COc1ccc(C2CC(=O)c3c([nH]c(C(=O)OC4CCCCCC4)c3C)C2)cc1OC (centres undefined)	x	x	x	i	x	0%	-25%	x	6%
55	CCOC(=O)CNC(=O)Cn1c(C)cc2ccccc2c1=O	1%	-65*	-11%	i	10%	5%	-1%	8%	20%
56	Cc1cccc(NC(=O)CSc2nc(-c3ccco3)nc3cc(=O)[nH]n23)c1	x	x	x	i	x	-4%	11%	x	0%
57	Cc1cc(Sc2nnc(/N=C/N(C)C)s2)c2ccccc2n1	9.2µM*	-89*	u	u	18µM*	u	x	15µM*	-1%
58	Cc1ccc(N2C(=O)C3C4C=CC(CC4)C3C2=O)cc1[N+](=O)[O-] (centres undefined)	-4%	-1	-1%	u	-1%	-1%	x	3%	-1%
59	COC(=O)[C@@H]1C[C@@]2(O)[C@H](O)[C@H](O)[C@H](O)C[C@H]2N1Cc1ccc(C(F)(F)F)cc1	-47%[inhibitor]	28	2%	i	0%	6%	-1%	11%	-5%

Screening data as filed in PubChem BioAssay.

Rows were taken by chance (roughly 11% active in at least one column).
